High-throughput results deposited in PubChem by National Center for Advancing Translational Sciences (NCATS).
TbPYK inhibitor: qHTS of Trypanosoma Brucei Inhibitors | hit rate 0.12% among 410,000 | TbPYK enzyme, Kinase-Glo Plus ATP luminescence, 45 min | AID 624173, 2012 | Potency, µM (series often up to 76.8 µM), without a hit: top-dose activity, negative = inhibition, usual class: inhibitors | pyruvate kinase (Trypanosoma brucei), Q57TT1; further: nearly all actives have a fitted effect of over 50% in size
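T. brucei PYK with substrate was exposed to pin-transferred compounds across a concentration series, then started with 130 uM ADP (final). After 45 min at room temperature, Kinase-Glo Plus luminescence was read, normalized and curve-fitted.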
Pf growth 96h: Primary qHTS for delayed death inhibitors of the malarial parasite plastid, 96 hour incubation. hit rate 6.9% among 320,000. AID 504834, 2011. P. falciparum luciferase reporter growth, 96 h. Potency, µM (top dose mostly 28.7 µM), inactives show top-dose activity change, negative = inhibition, most hits filed as inhibitors
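Cell-based qHTS: luciferase-tagged P. falciparum in erythrocytes (2% hematocrit, 0.05% parasitemia final) incubated with compounds for 96 hours, 37 C, 5% CO2; luciferase detection reagent then added and luminescence measured.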
Sm TGR block: qHTS Assay for the Inhibitors of Schistosoma Mansoni Peroxiredoxins. Schistosoma mansoni thioredoxin glutathione reductase (TGR), Q962Y6. purified TGR, DTNB reduction, TNB absorbance 405 nm. hit rate 3% among 360,000. Potency, µM (highest dose often 114 µM), without a hit: at the highest dose activity change, negative = inhibition, actives largely listed as inhibitors; further: nearly all actives have a fitted effect of over 60% in size
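First, TGR (20 nM dispensed) and NADPH were mixed with compound. Second, a 15 min room-temperature incubation followed. Third, further NADPH and then DTNB were added to start the reaction. Finally, TNB absorbance was monitored kinetically.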
LmPK inhibitor: qHTS Assay for Inhibitors of Leishmania Mexicana Pyruvate Kinase (LmPK); Q27686; purified LmPK, Kinase-Glo ATP luminescence, 1 h; Potency, µM (top dose mostly 57.5 µM), for inactives: at the top dose activity change, negative = inhibition, hits mostly inhibitors; hit rate 0.37% among 290,000; AID 1721, 2009
Target sequence (Q27686 whole entry, looked up): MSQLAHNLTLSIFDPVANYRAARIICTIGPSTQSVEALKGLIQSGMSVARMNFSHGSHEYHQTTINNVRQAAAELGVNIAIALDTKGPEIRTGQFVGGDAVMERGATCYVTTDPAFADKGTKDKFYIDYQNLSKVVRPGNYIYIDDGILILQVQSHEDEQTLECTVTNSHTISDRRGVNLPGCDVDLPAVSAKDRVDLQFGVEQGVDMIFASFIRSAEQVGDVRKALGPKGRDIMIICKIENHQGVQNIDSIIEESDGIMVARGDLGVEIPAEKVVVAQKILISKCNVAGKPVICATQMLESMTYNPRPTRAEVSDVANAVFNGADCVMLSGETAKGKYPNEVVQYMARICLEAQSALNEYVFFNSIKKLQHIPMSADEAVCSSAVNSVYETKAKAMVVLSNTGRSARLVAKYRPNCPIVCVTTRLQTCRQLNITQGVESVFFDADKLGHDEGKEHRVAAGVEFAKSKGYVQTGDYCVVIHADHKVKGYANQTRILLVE
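Purified LmPK (0.1 nM) with 0.5 mM PEP and 0.1 mM ADP in imidazole buffer pH 7.2 with MgCl2/KCl, 1 h at room temperature. ATP formed was read by luciferase luminescence and normalized to no-enzyme and uninhibited controls.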
Pf growth 48h: Primary qHTS for delayed death inhibitors of the malarial parasite plastid, 48 hour incubation | P. falciparum luciferase growth in erythrocytes, 48 h | Potency, µM (doses to about 28.7 µM), for the others: at the highest dose activity change, negative = inhibition, actives largely listed as inhibitors | hit rate 5.9% among 310,000 | AID 504832, 2011
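First compound was added to culture medium, then infected red cells at 0.1% parasitemia and 2% hematocrit (final). After incubation at 37 C under 5% CO2, luciferase detection reagent was dispensed and light output recorded.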
HCV inhibitor: qHTS Assay for Inhibitors of Hepatitis C Virus (HCV); Huh7.5.1 HCVcc-Cre infection, luciferase reporter, 44 h; Potency, µM (titrated, usually from 41.8 µM), for the others: at the highest dose activity change, negative = inhibition, most hits filed as inhibitors; hit rate 3.4% among 340,000; AID 651820, 2012
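Cells seeded at 1,000/well and cultured 4 h, then compounds added followed by HCVcc-Cre virus (~0.5 moi). After 44 h further culture, luciferase substrate was added, plates held 15 min at room temperature, and luminescence read for 15 sec.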
The depositor's hits bear a star; ? = inconclusive; nt = no result given; [ ] = another dose, or the depositor's remark. The call rests on the fitted dose curve; in most records, active means well fitted curve in the direction sought with a large enough effect; inconclusive means small, poorly fitted or top-dose-only effect, or another doubt; inactive means no such curve, though single readings can be large; an effect the other way counts as inactive or inconclusive. On the % scale 0 is the no-effect control and ±100 the full control effect; potency means the concentration at half of the fitted maximal effect.

entry	smiles	TbPYK inhibitor	Pf growth 96h	Sm TGR block
1	Cn1c(=O)c2c(ncn2CC(=O)N2CCN(c3cccc(Cl)c3)CC2)n(C)c1=O	2.4%	nt	13.7%
2	O=C(Nc1cccc(S(=O)(=O)NC2=NCCCCC2)c1)c1cc(-c2ccc(Cl)cc2)nc2ccccc12	-2.3%	?	5.9%
3	O=C(N/N=C/c1ccc(Br)o1)c1cc([N+](=O)[O-])cc([N+](=O)[O-])c1	5.1%	20.9%	-16.5%
4	c1ccc(Nc2nc(NCCN3CCOCC3)nc(Nc3ccccc3)n2)cc1	-2.6%	2.0%	-18.0%
5	CC12CN3CC(C)(CN(C1)C3c1ccc(Br)cc1)C2=O (configuration not stated)	-0.4%	17.7%	2.5%
6	O=C(c1ccc(Cl)c([N+](=O)[O-])c1)N1CCN(C(=O)c2ccco2)CC1	6.3%	0.1%	-5.7%
7	CC(=O)NS(=O)(=O)c1ccc(NC(=O)C2C3C=CC(C3)C2C(=O)O)cc1 (configuration not stated)	-1.5%	25.1%	3.4%
8	O=C(COC(=O)CNS(=O)(=O)c1c(F)cccc1F)NC(=O)NC1CCCCC1	6.7%	-26.6%	-0.9%
9	CCCCn1ccnc1C(=O)c1cccc(S(=O)(=O)N2c3ccccc3CC2C)c1 (configuration not stated)	-8.2%	?	-0.2%
10	CCOC(=O)N1CCC(Nc2nc(OC)nc(OC)n2)CC1	-0.5%	-31.0%	6.4%

entry	LmPK inhibitor	Pf growth 48h	HCV inhibitor
1	-5.4%	-5.0%	-1.2%
2	2.3%	-1.6%	?
3	4.7%	-2.7%	7.3%
4	-1.1%	?	?
5	-7.3%	41.7%[activator]	4.9%
6	7.3%	12.1%	8.3%
7	-7.3%	-8.6%	20.9%
8	nt	0.0%	-3.8%
9	-2.4%	?	-66.4%
10	-3.0%	nt	16.3%

Further results follow:
entry	smiles	TbPYK inhibitor	Pf growth 96h	Sm TGR block
11	COc1ccc(C)cc1NC(=O)C(OC(=O)CNC(=O)c1ccc(Oc2ccccc2)cc1)c1ccccc1 (configuration not stated)	-6.7%	15.8%	-0.7%
12	CCN1CCN(C(c2cccnc2)c2cc(Cl)c3cccnc3c2O)CC1 (configuration not stated)	131.7%[activator]	10.4µM*	?
13	CC(C)(C)C(=O)N1CCC(O)(CS(=O)(=O)Cc2ccccc2Cl)CC1	2.3%	55.3%[activator]	2.6%
14	O=C(CCCSc1nc(-c2ccco2)cc(C(F)(F)F)n1)NCc1cccs1	-9.3%	14.3%	-33.4%
15	Cc1cccc(-c2noc(CN(C(=O)/C=C/c3ccccc3Cl)C(C)C)n2)c1	1.5%	-2.8%	0.2%
16	COc1ccc(NC(C)c2cc(Cl)ccc2O)cc1 (configuration not stated)	-0.8%	nt	?
17	C=CCOc1nc(N2CCCC2)nc(N2CCCC2)n1	-7.0%	50.3%[activator]	-1.9%
18	C=CCN(CC=C)c1ccc(N2C(=O)C3CCCCC3C2=O)cc1[N+](=O)[O-] (configuration not stated)	4.8%	0.7%	2.3%
19	COC1CCN(C(=O)c2ccc3oc(C(C)C)nc3c2)CC1	0.8%	-47.4%	-13.9%
20	COC(=O)c1ccc2c(=O)n(CCN3CCOCC3)c(SCC(=O)NCc3ccccc3)nc2c1	-4.4%	?	-0.1%

entry	LmPK inhibitor	Pf growth 48h	HCV inhibitor
11	2.2%	2.4%	?
12	29.8%	4.15µM*	?
13	2.5%	24.7%	18.0%
14	0.2%	?	?
15	3.5%	14.6%	?
16	1.9%	3.0%	-5.5%
17	1.2%	-5.9%	?
18	0.1%	10.4%	-3.5%
19	-1.9%	41.7%[activator]	12.8%
20	-2.2%	?	24.6%

(further entries)
entry	smiles	TbPYK inhibitor	Pf growth 96h	Sm TGR block
21	O=C(NCC1(c2ccccc2)CCCC1)C1(c2ccccc2)CCCC1	0.1%	2.62µM*	1.2%
22	Cc1ccccc1OCC(=O)NNC(=O)Cc1ccc(S(=O)(=O)N2CCOCC2)s1	2.1%	2.5%	-27.8%
23	CC(C)(C)c1ccc(C2CC2C(=O)N/N=C\c2ccc[nH]2)cc1 (configuration not stated)	-2.5%	12.9%	0.0%
24	Cc1cc(Cl)ccc1NC(=O)CCN1C(=O)C2CCCCC2C1=O (configuration not stated)	-4.9%	6.9%	1.8%
25	CCCCn1c(N)c(N(CCOC)C(=O)c2cc3c(s2)CCC(C)C3)c(=O)[nH]c1=O (configuration not stated)	0.5%	?	-2.6%
26	CN1CCN(c2ccc(NC(=O)COc3ccccc3[N+](=O)[O-])cc2)CC1	2.4%	0.0%	7.2%
27	CCN(CCCNC(=O)CC(C(=O)N1CCc2ccccc21)n1ccnc1)c1cccc(C)c1 (configuration not stated)	11.0%	?	-6.9%
28	Nc1ncc(CCN2CCOCC2)c(-c2ccc(F)cc2)n1	-7.7%	?	13.0%
29	CCOC(=O)CNC(=S)N(CCCN1CCCC1)Cc1cccs1	-6.0%	?	-2.5%
30	Cc1cc(C)cc(N(CC(=O)Nc2ccccc2-c2ccccc2)S(=O)(=O)c2ccccc2)c1	-5.8%	?	0.1%

entry	LmPK inhibitor	Pf growth 48h	HCV inhibitor
21	-1.5%	?	?
22	nt	0.0%	12.9%
23	4.0%	?	0.562µM*
24	nt	?	30.0%
25	nt	?	?
26	0.6%	4.9%	3.8%
27	6.7%	10.4µM*	-4.2%
28	2.6%	44.5%[activator]	14.6%
29	5.6%	-14.1%	12.8%
30	-1.1%	1.8%	14.1%

Next section:
entry	smiles	TbPYK inhibitor	Pf growth 96h	Sm TGR block
31	Cc1ccc(Cn2nnc3c(=O)[nH]c(C4CCN(S(=O)(=O)c5ccc(S(=O)(=O)NC6CC6)cc5)CC4)nc32)cc1	0.7%	1.47µM*	6.5%
32	CC(C)C(NC(=O)c1ccccc1)C(=O)N1CCN(C/C=C/c2ccccc2)CC1 (configuration not stated)	-3.5%	?	-20.2%
33	O=[n+]1c2c(n([O-])c3cc(F)c(F)cc31)CCCC2	-1.4%	2.2%	?
34	COCCN(C(=O)COC(=O)c1cnc(C)cn1)c1c(N)n(Cc2ccccc2)c(=O)[nH]c1=O	4.3%	-1.7%	7.4%
35	CCOC(=O)CSCc1cn2cc(Cl)ccc2n1	0.6%	nt	-2.9%
36	CN(CC(=O)Nc1ccc(S(=O)(=O)N2CCCC2)cc1)Cc1ccc(Cl)c(Cl)c1	1.7%	?	-12.7%
37	Cc1ccccc1CN1CCSc2sccc2C1=O	-11.4%	-4.9%	12.8%
38	Cc1ccc(N2CCN(CC3CC=CCC3)CC2)cc1 (configuration not stated)	3.0%	-4.7%	0.2%[11.4 µM]
39	O=C(NCCN1CCCCC1)c1cc2ccccc2[nH]1	-14.2%	nt	5.7%
40	COc1ccccc1OCc1ccc(C(=O)NN)cc1	-1.7%	-34.2%	-6.7%

entry	LmPK inhibitor	Pf growth 48h	HCV inhibitor
31	-2.3%	?	6.6%
32	nt	?	-23.0%
33	-0.3%	?	14.9%
34	nt	22.6%	14.8%
35	-7.7%	11.5%	3.6%
36	1.9%	-29.8%	?
37	-5.6%	?	2.6%
38	-2.9%	nt	nt
39	-0.6%	5.6%	12.5%
40	1.5%	nt	-7.3%

Compound profiles (already shown).
COc1ccccc1OCc1ccc(C(=O)NN)cc1 is listed as TbPYK inhibitor = -1.7%; Pf growth 96h = -34.2%; Sm TGR block = -6.7%; LmPK inhibitor = 1.5%; Pf growth 48h = nt; HCV inhibitor = -7.3%
CN(CC(=O)Nc1ccc(S(=O)(=O)N2CCCC2)cc1)Cc1ccc(Cl)c(Cl)c1 is listed as TbPYK inhibitor = 1.7%; Pf growth 96h = ?; Sm TGR block = -12.7%; LmPK inhibitor = 1.9%; Pf growth 48h = -29.8%; HCV inhibitor = ?
CC(C)C(NC(=O)c1ccccc1)C(=O)N1CCN(C/C=C/c2ccccc2)CC1 (configuration not stated) is listed as TbPYK inhibitor = -3.5%; Pf growth 96h = ?; Sm TGR block = -20.2%; LmPK inhibitor = nt; Pf growth 48h = ?; HCV inhibitor = -23.0%

(cont.)
entry	smiles	TbPYK inhibitor	Pf growth 96h	Sm TGR block
41	NC(=O)c1ccsc1NC(=O)CSc1nncs1	-0.3%	-15.7%	-2.6%
42	COc1ccc(S(=O)(=O)N2CCCOC2CNC(=O)C(=O)NCc2ccco2)cc1 (configuration not stated)	7.1%	-29.4%	-20.6%
43	Cc1ccc(CNC(=O)c2cccc3c2C(=O)c2ccc(N4CCCCC4)cc2S3(=O)=O)cc1	1.8%	22.6%	-14.8%
44	COc1ccc(N(CC(=O)O)S(=O)(=O)c2ccc(OC)c(OC)c2)cc1	8.0%	?	6.7%
45	COc1ccc(-n2cc3c(-c4cccc(Br)c4)nnc(C)c3n2)cc1	-3.9%	?	6.2%
46	C=CCn1c(Cc2cccs2)nnc1SC/C=C/c1ccccc1	-1.0%	nt	-16.4%
47	O=C(CCC(=O)c1ccccc1)Nc1ccccc1OC(F)F	2.7%	20.0%	-1.1%
48	c1ccc(C2CCC(N3CCN(c4ccccc4)CC3)CC2)cc1 (configuration not stated)	-1.1%	83.4%[activator]	4.2%
49	COc1ccc(-n2c(C)cc(-c3csc(NC(=O)c4ccc(S(=O)(=O)N(C)C)cc4)n3)c2C)cc1	-8.8%	11.7µM*	-19.2%
50	O=C(NCc1ccccc1)N1CCC(CO)(Cc2cccc(F)c2)CC1	-2.3%	5.4%	5.3%

entry	LmPK inhibitor	Pf growth 48h	HCV inhibitor
41	nt	39.7%[activator]	16.7%
42	4.7%	-1.6%	10.4%
43	nt	-7.7%	-22.3%
44	-0.3%	9.6%	24.4%
45	4.8%	?	?
46	7.9%	?	?
47	4.9%	24.8%	12.3%[8.37 µM]
48	-9.1%	0.0%	?
49	2.2%	?	?
50	-0.1%	0.8%	7.9%

(more compounds)
entry	smiles	TbPYK inhibitor	Pf growth 96h	Sm TGR block
51	COc1ccc([C@H]2CC(=O)C=C(c3ccc4cc[nH]c4c3)C2)cc1	-11.9%	?	1.5%
52	O=C(Nc1ccccc1)C1CCN(S(=O)(=O)c2cccs2)CC1	5.5%	-19.8%	8.0%
53	CCCCN(CC)CCCNC(=O)c1cc2c(=O)n(C)c3ccccc3c2n1C	-0.4%	?	3.6%
54	CCOC(=O)c1c(-c2ccccc2)oc2ccc(O)c(CN3CCCC3)c12	nt	1.04µM*	8.0%
55	O=C(NCc1ccc(Cl)cc1)Nc1ccc(F)cc1	1.6%	?	1.7%
56	N[C@@H](Cc1ccccc1)C(=O)N1CCC(C(=O)N[C@@H](Cc2c[nH]c3ccccc23)C(=O)O)CC1	-7.9%	44.9%[activator]	-31.3%
57	O=C(COC(=O)c1ncc(Cl)c(Cl)c1Cl)c1ccc(Cl)s1	-1.8%	?	-10.3%

entry	LmPK inhibitor	Pf growth 48h	HCV inhibitor
51	nt	?	?
52	nt	1.9%	3.5%
53	1.7%	?	-2.5%
54	0.4%	1.85µM*	-23.8%
55	0.5%	22.6%	-6.3%
56	0.7%	6.6%	20.0%
57	1.9%	-2.5%	0.8%

Rows were taken by chance, and some 16% of all compounds hit somewhere here.
